ADAM10 inh = ADAM10 inhibition, QFRET primary screen; O14672; recombinant ADAM10, EDANS/DABCYL FRET peptide cleavage, 3 h; inhibition, % at 7 µM; 370,000 compounds, 0.62% hits; AID 720582;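 active = inhibition above a per-campaign cutoff equal to the mean of compounds falling between control-based bounds plus 3 SD, cut at about 20% in these data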;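 also: 0% = DMSO wells while the 100% control is not disclosed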
ASAP1 inh = blocks human ASAP1-stimulated Arf1 GTP hydrolysis; 360,000 compounds, 0.19% hits; GDP FP detection; AID 624377; inhibition, % at 16.5 µM; Q9ULH1; in the data active = inhibition above about 25%;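 also: 0% = vehicle with enzyme and substrate and 100% = no enzyme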
PLC-beta3 inh = PLC-beta3 (human) inhibition, primary screen; Q01970; Purified PLC-beta3, fluorogenic substrate, fluorescence; inhibition, % at 12.2 µM; 370,000 compounds, 0.18% hits; AID 720704; in the data active = inhibition above about 11%;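 also: 0% = median of compound wells on plate and 100% = full blocker control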
Tn7 DDE FP = inhibitors of Tn7 peptide binding to human fibrin DD(E); FP displacement of FITC-Tn7 peptide from fibrin DD(E); 0% = median of compound wells per plate; inhibition, % at 8.3 µM; 370,000 compounds, 0.13% hits; P02675;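 active = inhibition above the mean of compounds falling within the control limits plus 3 SD of them, cut at about 14% in these data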;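 also: 0% = plate median of compound wells and 100% = 10 µM Aha-Tn7 peptide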
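Assay system: human fibrin DD(E). Input: DD(E) 2 µM final. Medium: Tris buffer with calcium and detergent, pH 7.8. Compound dosing: single point at 8.3 µM. Timing: 10 min plus 3 h, room temperature. Technique: fluorescence polarization of the labelled Tn7 tracer. Read-out: percent inhibition. Replicates: singlicate testing.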
ARFGAP1 inhibitor = inhibits rat ARF GTPase activating protein 1; Arfgap1-stimulated ARF1 GTP hydrolysis, GDP FP detection; inhibition, % at 16.5 µM; 360,000 compounds, 0.26% hits;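 active = inhibition above a per-plate limit, mean inhibition of low control wells plus 3 SD, cut at about 25% in these data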;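 also: 0% = DMSO wells with enzyme and 100% = wells lacking Arfgap1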
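Assay system: purified rat His6-Arfgap1 residues 1-136 (GAP domain); Reagent: human Δ17 ARF1 bound to GTP; Dosing: 16.5 µM single point, 1.26% DMSO; Times: GTP hydrolysis reaction 2 h at 25 °C; Signal: FP, GDP Alexa 633 tracer displaced from anti-GDP antibody, 620/688 nm; Measure: % inhibition from polarization.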
SIAE primary = human SIAE inhibition, primary screen | Q9HAT2 | SIAE FP-Rh probe binding, fluorescence polarization | inhibition, % at 9.66 µM | 370,000 compounds, 0.69% hits | AID 1053197;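 active = inhibition above a cutoff: mean of compounds within the control limits plus 3 SD of those, cut at about 17% in these data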;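 also: 0% = plate median of compound wells and 100% = probe without SIAE protein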
Tn6 DDE FP = DD(E)-Tn6 binding inhibition, primary FP screen | Fibrin DD(E) TRITC-Tn6 fluorescence polarization displacement | 370,000 compounds, 0.21% hits | P02675 | inhibition, % at 8.3 µM;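 active = inhibition above a per-campaign cutoff: mean of compounds within control limits plus 3 SD, cut at about 15% in these data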;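 also: 0% = median of all compound wells on the plate and 100% = blocking peptide control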
TDP2 absorb = blocks human TDP2 phosphodiesterase activity. O95551. recombinant TDP2, T5PNP hydrolysis, p-nitrophenol absorbance 415 nm. inhibition, % at 12.8 µM. 370,000 compounds, 0.34% hits. AID 720702;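 active = inhibition above the mean of all tested compounds plus 3 SD, set per campaign, cut at about 25% in these data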;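 also: 0% = DMSO with enzyme and 100% = buffer with substrate but no TDP2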
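test system = human TDP2 enzyme | input = TDP2 enzyme at 120 nM final | medium = 50 mM Tris-HCl pH 7.5 with Mg2+, KCl, DTT, BSA | also added = T5PNP substrate, 5 mM | times = 2 h at 37 °C | technique = epi absorbance | benchmarks = high control without enzyme, low control DMSO plus TDP2 | replication = each compound tested once, singlicate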
PLCg1 inh = inhibitors of human phospholipase C gamma1 | purified PLC-gamma1, fluorogenic substrate, fluorescence | inhibition, % at 12.2 µM | 370,000 compounds, 0.84% hits | AID 720700 | P19174; in the data active = inhibition above about 9.5%
ADAM17 inh = inhibits human ADAM17 | recombinant ADAM17, EDANS/DABCYL FRET peptide cleavage | inhibition, % at 6.95 µM | 370,000 compounds, 0.83% hits | P78536 | AID 720648;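 active = inhibition above the mean of compounds lying between control limits plus 3 SD, set per campaign, cut at about 8.5% in these data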;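 also: 0% = DMSO-only wells as the low control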
* marks the source's active call; other numbers are inactive results; i = inactive; x = not tested or not shown.

SMILES	ADAM10 inh	ASAP1 inh	PLC-beta3 inh	Tn7 DDE FP	ARFGAP1 inhibitor	SIAE primary	Tn6 DDE FP	TDP2 absorb	PLCg1 inh	ADAM17 inh
Cc1cccc(C(=O)NCCC(=O)Nc2ccc(F)c([N+](=O)[O-])c2)c1	8.7	2.6	-5.8	-8.7	-0.9	-5.4	2.4	1.3	4.7	1.9
c1ccc(-c2cc(-c3nc4ccccc4[nH]3)c3ccccc3n2)cc1	i	7.9	i	-2.4	18.0	-131.7	-15.4	0.1	i	-347.3
O=C(CSc1ccc2nnc(-c3ccccn3)n2n1)NCC1CCCO1 (stereo not drawn)	-42.1	1.0	-28.6	4.0	2.2	6.6	-5.6	0.1	-22.0	-13.5
O=C(NS(=O)(=O)Oc1ccccc1F)OC[C@@H]1CCCN2CCCCC12 (stereo partly drawn)	-4.9	-0.6	-9.2	2.4	17.0	-4.7	-7.7	-12.5	3.6	-0.1
COc1cccc(Nc2nc(C(N)c3ccccc3)cs2)n1 (stereo not drawn)	-4.9	0.1	-8.2	-3.7	17.5	2.4	-7.3	10.1	-1.1	-3.9
CS(=O)(=O)N1CCc2cc(S(=O)(=O)NCCNS(=O)(=O)c3ccc4c(c3)CCN4S(C)(=O)=O)ccc21	-3.8	4.3	-1.1	4.6	11.1	-0.6	-1.0	-6.0	-0.4	-3.2
CC(=O)c1sccc1NC(=O)c1ccccc1C(=O)O	3.5	-0.7	-11.8	6.5	-0.8	-10.0	10.2	-5.2	-4.9	-2.4
Cc1oc(-c2ccccc2)cc1C(=O)Nc1cccc(/C=C\C(=O)O)c1	-6.7	-0.2	-0.8	2.8	6.6	-19.4	-5.5	-7.6	-2.1	1.0
Cc1ccc(-c2cc(C(=O)NN=Cc3ccc(N(C)C)cc3)[nH]n2)cc1C	3.0	x	-9.4	0.3	x	2.0	-3.8	-2.8	-6.5	-0.9
CC(=O)N1c2ccccc2N=C(c2ccc3c(c2)OCO3)C1C(=O)NCc1ccccc1 (stereo not drawn)	-11.0	4.5	-23.8	-0.8	5.5	-1.3	3.5	-5.6	-12.8	-2.2
COc1ccc(N(CC(=O)Nc2ccccc2OC)S(=O)(=O)c2ccc(NC(C)=O)cc2)cc1	1.5	11.1	-6.7	4.0	11.9	-8.7	3.9	1.1	0.8	0.1
O=C(NCCOc1ccc(F)cc1)C1CCC(=O)N(CCc2ccccn2)C1 (stereo not drawn)	-5.1	-4.5	-5.1	7.0	-2.4	6.2	-0.2	14.6	0.2	0.3
O=C(CCN1C(=O)/C(=C/c2ccc(Cl)cc2)SC1=S)Nc1cccnc1	11.2	8.5	2.2	6.8	-1.1	-3.1	-4.4	-12.4	7.5	-1.5
Cn1ccnc1C(=O)c1cc(SCC(=O)N2CCOCC2)nc2ccccc12	-2.1	1.1	-43.0	3.8	10.3	-6.3	-5.1	-5.2	-27.0	-4.5
COc1cc(OC)cc(-c2c(C#Cc3ccsc3)c3cc(-c4ccc5c(c4)OCCO5)ccc3n2C)c1	-55.4	-3.8	-62.5	-9.7	9.1	-5.8	2.6	-7.7	-38.2	-10.2
Cc1cc(C)cc(OCCNC(=O)c2cc(S(=O)(=O)N3CCOCC3)ccc2F)c1	-5.6	-8.5	-10.8	-1.9	0.0	0.8	-9.5	-6.0	-1.7	1.7
CCC1OC2(C)OC(=N)C1(C#N)C(C#N)(C#N)C2c1ccccc1 (stereo not drawn)	i	6.4	-499.1	1.5	-1.3	6.8	1.4	5.6	-460.9	i
Cc1ccc(NC(=O)C2CCCC2)cc1S(=O)(=O)N1CCOCC1	-11.2	-14.9	-3.6	0.2	5.6	3.3	2.7	-2.2	0.5	-3.5
COc1ccc(-n2nnnc2C(c2ccccc2OC(F)(F)F)N2CCN(C/C=C/c3ccccc3)CC2)cc1 (stereo not drawn)	-2.0	0.3	-0.9	6.9	4.2	4.2	-0.1	5.2	-1.2	0.1
CN(CCNC(=O)C1CCN(c2ncnc3c2nc2n3CCCCC2)CC1)Cc1ccccc1	-0.7	3.8	-3.5	-0.6	4.3	4.7	2.6	14.2	0.7	-2.3
Cc1ccc2cc3cc(C(=O)NCc4ccco4)oc3nc2c1	i	10.4	-156.6	0.1	-4.8	-4.7	3.0	7.5	-132.8	-162.1
Cc1cc(C)c2c(=O)n3c(nc2c1)C(Cc1ccc(O)cc1)NC(=O)c1cccnc1-3 (stereo not drawn)	-6.9	7.5	0.1	-7.2	15.5	-10.4	10.5	1.7	-0.4	-3.4
CSc1ccc(Cl)c(C(=O)OCC(=O)NC2CC2)c1	-53.0	-9.1	-12.4	1.4	1.1	-4.5	4.6	-5.7	-9.7	-16.3
Cc1ccc(C)n1NC(=O)c1ccc([N+](=O)[O-])cc1	-1.3	-1.3	-0.9	0.9	6.3	3.2	-6.2	5.9	0.1	-1.2
CN(C)/N=C/c1ccc([N+](=O)[O-])cc1[N+](=O)[O-]	-58.3	3.5	-9.1	5.1	-4.1	15.2	2.7	8.7	-6.2	-17.3
SMILES	ADAM10 inh	ASAP1 inh	PLC-beta3 inh	Tn7 DDE FP	ARFGAP1 inhibitor	SIAE primary	Tn6 DDE FP	TDP2 absorb	PLCg1 inh	ADAM17 inh
O=C(NC(Cc1c[nH]c2ccccc12)C(=O)Nc1ccc(F)c([N+](=O)[O-])c1)c1cccs1 (stereo not drawn)	19.9*	17.6	1.4	6.4	12.6	19.1*	-9.2	7.0	1.4	7.5
Cc1cc(C)nc(NS(=O)(=O)c2ccc(NC(=O)c3ccc(O)cc3O)cc2)n1	-100.0	-1.7	-45.9	-7.5	16.8	7.5	-3.7	12.0	-36.0	-40.0
COCCn1nnnc1C(CC(C)C)N1CCN(c2nc3ccccc3s2)CC1 (stereo not drawn)	-4.1	8.0	-0.8	0.2	13.3	1.1	-7.0	2.1	-2.4	-3.2
Cc1ccc(Nc2cc(=O)[nH]c(=O)[nH]2)cc1C	6.9	4.2	2.8	0.2	-2.8	-1.8	-6.7	3.7	2.5	0.8
Cc1ccc2c(NCc3ccco3)nc(NC(C)C)nc2c1	-71.6	-4.8	-22.5	-4.7	-4.7	2.2	0.7	-2.5	1.3	-22.8
Cn1nnnc1SCC(=O)Nc1nc2c(s1)CCCC2	4.4	-5.0	2.9	1.2	9.3	-4.8	-1.1	-1.1	3.0	-2.7
Cc1cc(C)cc(NC(=O)CN(C)CC(=O)N(CC(C)C)c2c(N)n(CC(C)C)c(=O)[nH]c2=O)c1	-15.2	13.8	-16.1	0.4	4.2	5.4	-9.1	-8.6	0.7	-6.5
CCN(CC)C(=O)/C(=C/c1cn(S(=O)(=O)N(C)C)c2ccccc12)NC(=O)c1ccc(OC)cc1	-16.9	8.3	-6.9	1.0	-2.0	-5.4	-3.3	-3.8	-2.2	0.5
O=S(=O)(c1cc(Cl)c(Cl)cc1Cl)N1CCN2CCCC2C1 (stereo not drawn)	16.2	-9.2	2.4	1.1	-3.7	3.6	3.0	-23.6	2.6	1.8
Cc1ccccc1OCCC(=O)N(Cc1ccccc1)c1c(N)n(Cc2ccccc2)c(=O)[nH]c1=O	0.3	-1.9	-0.6	1.6	4.5	1.3	0.5	-6.6	5.3	1.8
Cc1cccc(C)c1NC(=S)NC(=O)CCc1ccccc1	7.1	15.2	2.3	4.0	4.9	-9.0	5.6	0.7	3.6	1.1
CC(=O)N1CCN(C(=S)Nc2ccc(Oc3ccccc3)cc2)CC1	-1.9	0.1	0.9	-1.1	-0.7	-4.5	6.7	-7.0	2.2	-0.9
CSc1cccc(NC(C)C(=O)NCc2ccccc2)c1 (stereo not drawn)	2.0	-1.5	-2.7	5.4	3.0	1.9	2.9	16.3	0.5	-4.9
Cc1ccsc1C(=O)NNC(=O)Nc1ccc(Cl)c(Cl)c1	1.9	0.5	5.0	3.2	-1.2	-36.6	-1.6	-7.2	-0.6	1.6
COC(=O)Cc1c(-c2[nH]c3ccccc3c2CC(=O)OC)[nH]c2ccccc12	-56.3	-2.0	-47.0	0.3	24.0	1.8	1.5	-0.2	-33.7	-21.6
Cc1c(C(=O)NCCc2ccccc2)oc2ccc(S(=O)(=O)N3CCOCC3)cc12	-0.7	10.1	1.8	-1.5	1.9	-0.8	-1.9	4.0	3.0	3.2
CC1Cc2ccccc2N1C(=O)CSc1ccccc1 (stereo not drawn)	-0.2	-4.7	5.8	-2.4	-7.9	2.6	2.9	2.5	2.2	-2.8
N#CC(c1cccc([N+](=O)[O-])c1)C(CC(=O)c1ccccc1)c1ccccc1 (stereo not drawn)	4.8	-6.3	5.2	5.3	4.4	-1.1	4.5	-4.5	3.3	8.5
O=C(CSc1nnc(-c2ccccc2)o1)N1CCCCC1	1.6	3.8	-6.0	-3.4	18.9	-1.3	-4.5	7.8	0.1	-1.0
CCc1ccc(OC)c(S(=O)(=O)NCCOc2ccccc2)c1	-7.8	-14.2	1.9	-14.0	0.4	-4.2	3.3	-13.6	2.5	3.4
N#Cc1c(Cl)cccc1N1CCCC1	-23.1	-14.7	-23.0	1.6	4.8	5.5	0.0	23.3	-12.8	-6.9
CCc1ccc(NC(=S)NC2CC3CCCC(C2)N3Cc2cccs2)cc1 (stereo not drawn)	1.8	0.3	4.0	-5.8	7.2	0.9	7.8	-11.1	7.9	2.7
O=C(CN1CCN(C(=O)c2ccco2)CC1)Nc1ccccc1	2.6	-7.0	-4.1	-4.1	0.5	0.6	-0.8	2.2	1.5	-1.1
Nc1nc(Nc2cccc(F)c2)nc(NCc2ccco2)c1[N+](=O)[O-]	10.7	2.5	-10.3	-5.7	-0.3	-24.4	2.3	11.6	3.2	4.4
Cc1cc(=S)cc(C)n1CCCn1ccnc1	2.3	-3.4	-4.3	2.4	-5.1	0.7	7.9	10.3	-2.9	-3.6
COC(=O)C(=C/C=C/c1ccco1)C(=O)OC	-3.9	-8.5	-8.9	-1.1	-19.8	7.3	10.6	-3.9	-2.4	-1.0

Sorted by heavy-atom count (high to low): three of the compounds above
SMILES	ADAM10 inh	ASAP1 inh	PLC-beta3 inh	Tn7 DDE FP	ARFGAP1 inhibitor	SIAE primary	Tn6 DDE FP	TDP2 absorb	PLCg1 inh	ADAM17 inh
Cc1cc(C)nc(NS(=O)(=O)c2ccc(NC(=O)c3ccc(O)cc3O)cc2)n1	-100.0	-1.7	-45.9	-7.5	16.8	7.5	-3.7	12.0	-36.0	-40.0
Cc1cccc(C(=O)NCCC(=O)Nc2ccc(F)c([N+](=O)[O-])c2)c1	8.7	2.6	-5.8	-8.7	-0.9	-5.4	2.4	1.3	4.7	1.9
O=C(CN1CCN(C(=O)c2ccco2)CC1)Nc1ccccc1	2.6	-7.0	-4.1	-4.1	0.5	0.6	-0.8	2.2	1.5	-1.1

Source: PubChem (The Scripps Research Institute Molecular Screening Center)
